From PubChem BioAssay
S3 lipid droplet: qHTS Assay for Lipid Storage Modulators in Drosophila S3 Cells; AID 2685, 2010; Drosophila S3 cells, BODIPY lipid droplet fluorescence, 18-24 h; cells fed with added oleic acid; Potency in µM for hits, for the others lipid storage change, negative = inhibition, % at the top dose, mostly 46.1 µM; actives 0.64% (n = 320,000); active = well fitted inhibition curve with a large enough effect in the signal ratio, with a control signal flat, not every such curve was filed as active; inconclusive = small, poorly fitted or top-dose-only effect, or effect the other way, or a change in a side signal; the % refers to the signal ratio
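Drosophila S3 cells loaded with oleic acid (400 uM, as added) and compounds at several concentrations; lipid droplets imaged by 488-nm laser-scanning cytometry, 500–530 nm intensity and object ratio to cell channel. Percent activity normalized to 20 uM Triacsin C.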
S3 lipid droplet cell count max: further read-out of S3 lipid droplet, marked with its call; cell number change, %; measured here: cell count max response;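 cells counted by Cell Tracker Red CMTPX staining in the red channel; peak over a dose series mostly up to 46.1 µM; percent activity relative to internal control wells on each plate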
The depositor's hits bear a star; i = inactive; ? = inconclusive; . = not tested or not shown. % is set by controls: 0 for no effect and ±100 for the full control effect; potency is the fitted concentration of half-maximal effect. Some of the compounds tested; the hit share may differ from the screen's.

SMILES	S3 lipid droplet	S3 lipid droplet cell count max
Cc1ccc(S(=O)(=O)N2CCOCC2)cc1NC(=O)CN1CCN(c2ccc(O)cc2)CC1	?	.
CCC1(C)N=c2c(c(=O)n(C)c(=O)n2C)=NO1 (configuration not stated)	i	23
CCc1ccc(N2CC(C)Cn3c2nc2c3c(=O)n(CCN3CCOCC3)c(=O)n2C)cc1 (configuration not stated)	?	.
CN(NC(=O)c1ccccc1)c1ncc(C(F)(F)F)cc1Cl	?	.
CC1(CCC(=O)N2CCCC(N3CCN(c4ccc(F)cc4)CC3)C2)CC1 (configuration not stated)	i	25
Cc1cc(S(=O)(=O)Nc2ccc3cn[nH]c3c2)c(C)cc1Cl	?	.
CCOc1ccc(-c2nc(-c3ccncc3)no2)cc1OCC	?	.
CCC(CC)C1C(C#N)=C(N)Oc2n[nH]c(-c3ccccc3)c21 (configuration not stated)	?	.
Cc1ccc2c(c1)C(c1ccccc1)C(=O)O2 (configuration not stated)	i	.
Cc1cc(C(F)(F)F)nc(SCC(=O)Nc2nccs2)n1	?	.
CNC(=O)Nc1ccccc1F	?	.
O=C(CN1C(=O)COc2ccc(S(=O)(=O)N3CCCC3)cc21)Nc1cccc(F)c1	?	.
CCCc1cc(=O)[nH]c(SCC(=O)N(C)CC(=O)Nc2ccc(F)cc2)n1	-1%	3
COc1ccccc1CNC(=O)c1cccc(S(=O)(=O)N2CCCC2)c1	?	.
O=C(CCn1c(=S)oc2ccccc21)Nc1ccccc1Br	-13%	.
CCOC(=O)N(CC)OC(=O)Nc1ccc(Cl)cc1	?	.
O=C(Cc1ccc(Cl)cc1)NNS(=O)(=O)c1ccc([N+](=O)[O-])cc1	-8%	8
COc1ccc(NC(=O)c2cnc(SC)n2-c2ccc(F)cc2)c(OC)c1	?	.
O=C(Cn1nc(C(F)F)cc1C(F)F)N/N=C/c1ccc2c(c1)OCO2	?	.
Cc1ccc(S(=O)(=O)C2(C(=O)N3CCCCC3C)CC2)cc1 (configuration not stated)	-14%	-15
COc1cc(CN2CCC(C)CC2)ccc1OCc1ccccc1	i	.
O=C(O)CC1S/C(=N/N=C/C=C/c2ccccc2[N+](=O)[O-])NC1=O (configuration not stated)	?	.
N#Cc1c(Nc2ccccc2)c(/C=N/NCCO)c[nH]c1=O	-13%	1
CCOc1ccc(C(=O)CCC(=O)N2CCN(S(=O)(=O)c3cccc(F)c3)CC2)cc1	?	.
COc1ccc(CCNC(=O)c2cnn3cccnc23)cc1OC	?	.

The last six records of the part before are carried over, then new ones follow:
SMILES	S3 lipid droplet	S3 lipid droplet cell count max
Cc1ccc(S(=O)(=O)C2(C(=O)N3CCCCC3C)CC2)cc1 (configuration not stated)	-14%	-15
COc1cc(CN2CCC(C)CC2)ccc1OCc1ccccc1	i	.
O=C(O)CC1S/C(=N/N=C/C=C/c2ccccc2[N+](=O)[O-])NC1=O (configuration not stated)	?	.
N#Cc1c(Nc2ccccc2)c(/C=N/NCCO)c[nH]c1=O	-13%	1
CCOc1ccc(C(=O)CCC(=O)N2CCN(S(=O)(=O)c3cccc(F)c3)CC2)cc1	?	.
COc1ccc(CCNC(=O)c2cnn3cccnc23)cc1OC	?	.
CC(C)CC1(C(=O)O)NC(c2ccccc2O)C2C(=O)N(C(C)C)C(=O)C21 (configuration not stated)	?	.
COC(=O)c1cccc(NC(=O)CSc2nc3cccnc3n2C)c1	3%	-28
CCOC(=O)c1ccc(N(CC(=O)NC2CCCC2)C(=O)CNC(=O)c2ccco2)cc1	i	.
CCOc1cc(NC(=S)NCc2ccco2)c(OCC)cc1NC(=O)CC	11%	6
CCCC(=O)Nc1ccc(C(=O)NCCCn2ccnc2)cc1	-15%	1
CC(C)C(=O)Nc1nnc(CSCc2ccccc2F)s1	?	.
O=C(CS(=O)(=O)c1c[nH]c2ccccc12)Nc1ccc2c(c1)OCCO2	i	.
CC1=C(C#N)c2nc(N)c(C#N)c(C)c2/C1=C\c1ccc(C)cc1	-6%	-1
O=C(c1cc2nc(-c3ccc(F)cc3)cc(C(F)(F)F)n2n1)N1CCOCC1	?	.
O=C(CN1CCCc2ccccc21)N/N=C/c1c(O)ccc2ccccc12	-11%	-14
CCc1ccc(N2CC(C(=O)Nc3ccc(S(=O)(=O)Nc4ncccn4)cc3)CC2=O)cc1 (configuration not stated)	?	.
COc1ccccc1N1CCN(S(=O)(=O)c2cn(C)cn2)CC1	5%	11
O=C(NCc1ccccn1)C(F)(F)C(F)(F)C(=O)NCc1ccccn1	-18%	-4
O=C(Nc1cccc(S(=O)(=O)N2CCOCC2)c1)c1ccc(N2CCCC2=O)cc1	?	.
CC(C)CCNC1c2ccccc2C(=O)N1Cc1ccccc1 (configuration not stated)	i	2
COc1ccc(CCNC(=O)c2ccccc2NC(=O)C2=C(C)OCCS2)c(OC)c1	-28%	.
Cc1sc2ncnc(N3CCN(S(=O)(=O)c4ccccc4)CC3)c2c1C	?	.
CN1CCc2nc(SC(C(=O)O)c3ccccc3)c(C#N)c(-c3cccs3)c2C1 (configuration not stated)	?	.
Cc1cc(Cl)ccc1N1C(=O)CC(NNC(=O)c2cccnc2)C1=O (configuration not stated)	13%	6
COc1cccc(C2=NOC(C(=O)N3CCN(c4ccccc4)CC3)C2)c1OC (configuration not stated)	3%	-4
CCN(CC)CCn1c2c(c(SCC(=O)Nc3ccc4c(c3)OCCO4)nc1=O)CCC2	21%	.
COc1cccc(CNCc2ccc(OC)c3ccccc23)c1OC	-13%	-13
CCCC(=O)Nc1nnc(SCC(=O)N2CCCCC2)s1	i	-3
COc1ccc(C2=NN(C)C(=NCc3ccccc3)SC2)cc1	?	.
NS(=O)(=O)c1cccc(NC(=O)CN2CCc3ccccc32)c1	?	.
Going on with the list.
SMILES	S3 lipid droplet	S3 lipid droplet cell count max
COc1ccc(C2C(C#N)=C(N)N(c3sc4c(c3C#N)CCCC4)C3=C2C(=O)CC(C)(C)C3)cc1 (configuration not stated)	?	.
O=C(Nc1ccc(Cl)cc1)C(Cl)C(=O)c1ccccc1 (configuration not stated)	?	.
O=C(Oc1c(Br)cc(C(=S)N2CCOCC2)cc1Br)c1ccc(Cl)cc1	?	.
CCC[n+]1c(C)sc2c3c(ccc21)CCCC3	?	.
CCOC(=O)c1cnc2cc(Cl)c(OC)cc2c1NCC1CCCO1 (configuration not stated)	?	.
Cc1ccc(C(C)C)c(OCC(=O)N/N=C/C2CCCCC2)c1	?	.
O=C(/C=C/c1ccccc1Cl)N1CCOCC1	?	.
CC1=CCCC(C)(C)C1/C=C/C(C)=N/NC(=O)c1ccncc1 (configuration not stated)	?	.
Cc1cc(C)c(/C=N/NC(N)=O)c(C)c1/C=N/NC(N)=O	i	.
Cc1cc(C)c2[nH]c(=O)c(=O)[nH]c2c1	-16%	.
CN(CC(=O)NCCc1ccc(S(N)(=O)=O)cc1)CC(=O)Nc1cccc(F)c1	i	.
COc1ccccc1C(=O)NC(=O)COC(=O)CCOc1ccc(C)cc1	?	.
CCC1=C2CC[C@H]3C(=O)N(c4ccccc4)C(=O)[C@H]3[C@H]2[C@@]2(C)C(=NCC3CC3)OC(=O)N2C1=O	-3%	-16
CCc1ccc(CNC(=O)CCn2nc(C)c3c(C)n(-c4ccccc4)nc3c2=O)cc1	?	.
CCOC(=O)c1nn(-c2ccc(F)cc2)c(=O)cc1OCC(=O)Nc1ccc(F)c(F)c1	?	.
CC(=O)Nc1ccc(S(=O)(=O)N(Cc2ccco2)CC2CCCO2)cc1 (configuration not stated)	i	6
CC(=O)Nc1ccc(S(=O)(=O)Nc2nc3c(s2)CCCC3)cc1	i	.
Cc1nonc1C(=O)N/N=C/c1cccc(O)c1	?	.
Cc1ccc(Cn2ccc(NC(=O)c3cc(CC(C)C)on3)n2)cc1	i	.
Cn1c(SCC(=O)N2CCCC2)nc2ccccc2c1=O	?	.
CCNc1nc(NC(C)C)nc(Oc2ccc(OCc3ccccc3)nn2)n1	-9%	-29
COc1ccc(C(=O)CSc2nc(-c3ccccn3)nc(C)c2Cl)cc1	24%	.
O=C(CS(=O)(=O)Cc1ccccc1)Nc1ccccn1	0%	-8
Cc1ccc(NS(=O)(=O)c2ccc(NC(=O)CN(c3cc([N+](=O)[O-])ccc3C)S(C)(=O)=O)cc2)c(C)c1	?	.
CCc1cccc2c(C(=S)N3CCOCC3)c[nH]c12	?	.

Structural class: those above with bromine (two)
SMILES	S3 lipid droplet	S3 lipid droplet cell count max
O=C(CCn1c(=S)oc2ccccc21)Nc1ccccc1Br	-13%	.
O=C(Oc1c(Br)cc(C(=S)N2CCOCC2)cc1Br)c1ccc(Cl)cc1	?	.

Next results follow.
SMILES	S3 lipid droplet	S3 lipid droplet cell count max
CCN(CC)S(=O)(=O)c1cc(C(=O)NCCN2CCOCC2)ccc1Cl	-14%	16
Cc1ccccc1OCC(=O)Nc1c2c(nn1C(C)(C)C)CS(=O)(=O)C2	-10%	-5
c1ccc(CCNc2nc(-c3ccncc3)cs2)cc1	14%	3
COc1cc(C=O)ccc1OS(=O)(=O)c1ccccc1[N+](=O)[O-]	?	.
CC(C)Sc1cc(N2CCCC2)nc(-c2ccccc2)n1	3%	-15
CC(C)(C)c1ccc(C(=O)NNc2cc(N3CCCCC3)nc(N3CCCCC3)n2)cc1	?	.
COC(=O)/C=C/C(=O)Nc1ccc(O)c(Cl)c1	?	.
CN(C)/C=C/C(=O)c1ccccc1OCc1cnc(Cl)s1	?	.
CCN1CCN(Cc2ccc(NC(=O)c3cc(NC(=O)c4cc(-c5ccc(OC)cc5)n[nH]4)cc(OC)c3)cc2C(F)(F)F)CC1	?	.
Cn1c(SCC(=O)N2CCCc3ccccc32)nc2cccnc21	-2%	-8
O=C(O)c1ccc(CNCc2ccc(Cl)cc2Cl)cc1	?	.
O=C(Cn1nnc2c(sc3nc4c(c(-c5ccccc5)c32)CCC4)c1=O)c1ccccc1	?	.
CCOC(=O)C1CCN(Cc2c(C(=O)N3CCOCC3)nc3c(C)cccn23)CC1	?	.
Cc1csc(NC(=O)CCc2nc3ccccc3s2)n1	i	17
O=C(O)/C=C/C(=O)Nc1ccc(OC(F)(F)F)cc1	?	.
CCOc1ccc(CCNC(=O)CS(=O)Cc2nc(-c3ccc(OC)c(OC)c3)oc2C)cc1OCC (configuration not stated)	?	.
CCc1cccc(C)c1NC(=O)Nc1c(Br)cnn1C	-15%	-1
COc1cccc2cc(-c3nnc(SCC(=O)Nc4cc(C(F)(F)F)ccc4Cl)n3N)oc12	i	-10
CC(/C=C1\SC(=S)N(NS(=O)(=O)c2ccc(C)cc2)C1=O)=C\c1ccccc1	?	.
COc1ccc(NC(=O)CN(C)C(=O)/C=C/c2cn(Cc3ccccc3)nc2-c2cccnc2)cc1	?	.
Cc1cc(C)nc(SCC(=O)Nc2nc(-c3ccccc3)c(-c3ccccc3)o2)n1	-1%	-2
CCCC(=O)NCCc1ccc(F)cc1	i	.
CC(=O)c1cccc(NC(=O)NCc2cccnc2)c1	15%	10
S=c1[nH]nc(-c2ccccn2)n1/N=C/c1cccs1	?	.
COc1ccccc1CCC(=O)Nc1nc2ccccc2[nH]1	?	.
Next entries follow:
SMILES	S3 lipid droplet	S3 lipid droplet cell count max
Cc1ccc2nc(SCC(=O)Nc3ccc4c(c3)OCCO4)[nH]c2c1	-16%	17
COc1ccc(S(=O)(=O)N2CCCc3ccccc32)cc1OC	?	.
Cn1c(COc2ccccc2)nnc1SCCC(=O)Nc1ccccc1	?	.
CNC(=O)c1ccc(NC(=O)c2cc(S(=O)(=O)N(C)C)ccc2N2CCCC2)cc1	-34%	2
Cc1ccc(NC(=S)Nn2cnnc2)c(C)c1	?	.
Cc1ccc(NS(=O)(=O)c2ccc(/C=C/C(=O)O)cc2)cc1Cl	?	.
N#Cc1ccc(S(=O)(=O)N2CCC(C(=O)N3CCN(Cc4ccc5c(c4)OCO5)CC3)CC2)cc1	?	.
CCCn1nnnc1NCc1ccccc1OCc1ccc(F)cc1	-22%	-8
O=C(Nc1ccccc1)C1CCCN1C(=O)Nc1ccccc1[N+](=O)[O-] (configuration not stated)	?	.
COc1ccc(C(=O)NCc2ccc(C)cc2)cc1S(=O)(=O)N1CCCC1	?	.
Cn1c(=O)oc2cc(S(=O)(=O)Nc3ccccc3F)ccc21	0%	-3
CCN(CC)C(=O)CC(c1cc(OC)c(OC)c(OC)c1)c1c(OC)cc(OC)c2ccc(=O)oc12 (configuration not stated)	9%	13
NC(=S)N/N=C/c1ccc(-c2ccc(SC(F)F)cc2)o1	-6%	5
O=C(c1ccc(S(=O)(=O)Nc2ccccc2)cc1)N1CCOCC1	11%	4
Cc1cc(=O)[nH]c(SCC(=O)Nc2nc3ccccc3s2)n1	4%	4
COc1ccc(NC(=O)NNS(=O)(=O)c2ccc(OC)c(OC)c2)c(OC)c1	i	8
CCOC(=O)C1(Cc2cccc(Cl)c2)CCCN(C(=O)c2cc(C)n(C)n2)C1 (configuration not stated)	-16%	17

Random excerpt: 7 compounds from above, in no set order.
SMILES	S3 lipid droplet	S3 lipid droplet cell count max
Cc1ccc(NS(=O)(=O)c2ccc(/C=C/C(=O)O)cc2)cc1Cl	?	.
Cc1ccc(NC(=S)Nn2cnnc2)c(C)c1	?	.
Cc1ccc2nc(SCC(=O)Nc3ccc4c(c3)OCCO4)[nH]c2c1	-16%	17
Cn1c(COc2ccccc2)nnc1SCCC(=O)Nc1ccccc1	?	.
CNC(=O)c1ccc(NC(=O)c2cc(S(=O)(=O)N(C)C)ccc2N2CCCC2)cc1	-34%	2
COc1ccc(C(=O)NCc2ccc(C)cc2)cc1S(=O)(=O)N1CCCC1	?	.
COc1ccc(NC(=O)NNS(=O)(=O)c2ccc(OC)c(OC)c2)c(OC)c1	i	8
